High-throughput results from PubChem.
M5 PAM: CHRM5 positive allosteric modulation; P08912; CHO-K1 hM5, Fluo-8 calcium, ACh EC20 PAM; 0% = ACh EC20, 100% = ACh EC100; activation, % at 3 µM; 360,000 tested, 0.3% active;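 active means activation above the run cutoff, the mean activation of all test compounds plus 3 SD, cut at about 18% in these data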
Target sequence (P08912 whole entry, looked up): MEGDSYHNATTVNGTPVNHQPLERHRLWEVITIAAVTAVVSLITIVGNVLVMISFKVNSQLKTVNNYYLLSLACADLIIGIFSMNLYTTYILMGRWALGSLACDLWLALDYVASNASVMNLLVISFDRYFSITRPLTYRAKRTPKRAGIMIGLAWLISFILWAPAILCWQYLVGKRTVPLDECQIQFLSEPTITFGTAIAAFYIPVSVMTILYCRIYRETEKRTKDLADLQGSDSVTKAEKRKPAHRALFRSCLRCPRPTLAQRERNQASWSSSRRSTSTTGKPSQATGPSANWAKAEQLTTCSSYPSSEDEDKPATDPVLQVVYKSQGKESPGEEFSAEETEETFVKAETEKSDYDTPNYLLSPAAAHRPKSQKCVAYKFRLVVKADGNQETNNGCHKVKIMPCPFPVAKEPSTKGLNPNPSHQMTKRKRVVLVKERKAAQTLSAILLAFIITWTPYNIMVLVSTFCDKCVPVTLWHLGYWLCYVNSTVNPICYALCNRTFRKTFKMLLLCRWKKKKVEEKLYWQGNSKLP
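System: CHO-K1 hM5 cells. Reagent: acetylcholine, EC20 level. Compound dosing: single dose, 3 µM nominal final test concentration. Timing: Post-acetylcholine fluorescence recording 140 s. Detection: Fluo-8 calcium fluorescence. Read-out: % activation, ACh-normalized. Benchmarks: ACh EC20 and EC100 wells. Repeats: singlicate, one well per test compound.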
CHRM4 antagonist: antagonists of human muscarinic M4 receptor (CHRM4). P08173. CHO-hM4 cells, ACh EC80, Fluo-8 calcium fluorescence. inhibition, % at 3 µM. 360,000 tested, 0.73% active;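 active means inhibition above its plate's cutoff, the mean inhibition of sample wells plus 3 SD, cut at about 27% in these data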;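 further: 0% = acetylcholine EC80 with DMSO and 100% = DMSO without agonist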
M4 PAM: potentiates acetylcholine response at human M4 receptor | P08173 | CHO-K1 hM4/Gqi5, Fluo-8 calcium fluorescence, ACh EC20; 0% = ACh EC20, 100% = maximal ACh | activation, % at 3 µM | 360,000 tested, 0.4% active;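 active means activation above its plate's cutoff, the mean activation of sample wells plus 3 SD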; further: some results filed as inactive read as strong as hits
M1 PAM: potentiates human M1 receptor response to acetylcholine | P11229 | CHO-K1 hM1, Fluo-8 calcium fluorescence, ACh EC20; 0% = ACh EC20, 100% = maximal ACh | activation, % at 3 µM | 360,000 tested, 0.088% active | AID 588819; in the data active means activation above about 19%, passing the limit was not always enough
Target sequence (P11229 whole entry, looked up): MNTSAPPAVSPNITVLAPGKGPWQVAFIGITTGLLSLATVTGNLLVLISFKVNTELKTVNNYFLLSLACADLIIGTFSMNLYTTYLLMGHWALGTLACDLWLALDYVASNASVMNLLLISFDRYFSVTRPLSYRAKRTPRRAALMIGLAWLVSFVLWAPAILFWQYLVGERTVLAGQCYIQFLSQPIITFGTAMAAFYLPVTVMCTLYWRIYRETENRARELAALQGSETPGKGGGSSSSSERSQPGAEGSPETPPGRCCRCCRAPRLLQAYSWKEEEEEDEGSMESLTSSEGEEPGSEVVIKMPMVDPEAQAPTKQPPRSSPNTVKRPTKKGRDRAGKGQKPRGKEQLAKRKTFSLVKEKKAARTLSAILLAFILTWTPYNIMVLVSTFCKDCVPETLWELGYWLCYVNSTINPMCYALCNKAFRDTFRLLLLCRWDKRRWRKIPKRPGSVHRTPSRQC
CHRM4 agonist: agonists of human muscarinic M4 receptor (CHRM4); AID 624127; 360,000 tested, 0.14% active; activation, % at 3 µM; P08173; CHO-K1 hM4/Gqi5, Fluo-8 calcium fluorescence; vehicle 0%, full acetylcholine response 100%;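 active means activation above the run mean over all test wells plus 3 SD, cut at about 32% in these data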;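 further: peak over basal fluorescence ratio per well then scaled between controls; 0% = DMSO wells and 100% = acetylcholine at EC100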
CHRM5 agonist: CHRM5 agonism in calcium assay. P08912. 360,000 tested, 0.19% active. CHO-K1 hM5 cells, Fluo-8 calcium fluorescence; 0% DMSO wells, 100% maximal acetylcholine response. activation, % at 3 µM;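 active means activation above the run's mean over test compounds plus 3 SD, cut at about 23% in these data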;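 further: signal is peak over basal fluorescence ratio across the kinetic read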
M5 antag: antagonists of human muscarinic M5 receptor (CHRM5); CHO-hM5 cells, Fluo-8 calcium fluorescence, ACh EC80; inhibition, % at 3 µM; 360,000 tested, 0.59% active; AID 624040;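 active means inhibition above a per-plate cutoff, the mean of that plate's test compounds plus 3 SD, cut at about 27% in these data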;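 further: 0% = acetylcholine EC80 with DMSO and 100% = DMSO without agonist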
CRFR2-BP antag: blocks CRF-induced signaling of the CRF-BP/CRF-R2 complex; HEK293 CRF-R2/CRF-BP, CRF-induced calcium fluorescence; inhibition, % at 11.8 µM; 350,000 tested, 0.59% active; AID 588475;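 active means inhibition of the ligand-induced calcium signal above about 50% at the single tested concentration, limit read from the data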
CRFR2-BP ag: agonists of human CRF-binding protein/CRF-R2 receptor complex. HEK293 CRF-R2/CRF-BP, calcium dye fluorescence (FLIPR); percent of saturating CRF peptide response. AID 588473. 350,000 tested, 0.46% active. activation, % at 13.2 µM;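 active means activation of at least 50%, plus an integration ratio under a set limit after plate pattern correction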;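 further: plate controls were neutral control wells without compound for no effect and CRF at EC100 for full effect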
* hit, by the source's call; x = not tested or not shown.

SMILES	M5 PAM	CHRM4 antagonist	M4 PAM	M1 PAM	CHRM4 agonist	CHRM5 agonist	M5 antag	CRFR2-BP antag	CRFR2-BP ag
CCOc1ccc(NS(=O)(=O)c2ccc(C(=O)N(C)CC(=O)Nc3ccc(C)cc3)cc2)cc1	0	-1	-4	0	2	-3	0	-14	0.5
Cc1ccc(C)c(OCCCN2CCNCC2)c1	3	2	-3	1	1	-5	10	10	0.4
COCCN(C(=O)CNC(=O)c1ccco1)C(C(=O)NC1CCCC1)c1ccc(OC)cc1 (configuration not stated)	1	-8	6	12	1	-2	4	-4	-1.6
CC1=CC(C)(C)N2C(=O)C3(N=C(N)NC(Nc4ccccc4)=N3)c3cc(C)cc1c32 (configuration not stated)	0	-9	2	6	0	-5	-7	-9	1.7
CN(CC(=O)Nc1ccccc1C(F)(F)F)C(=O)CCc1nc2sc3c(c2c(=O)[nH]1)CCCC3	7	0	7	12	1	-2	-9	31	-1.3
CCOC(=O)CNC(=S)SC	8	-4	-3	12	1	1	4	-3	-0.2
CC(C)(C)c1ccc(C(=O)N/C(=C/c2cccs2)C(=O)NCc2ccco2)cc1	-10	-12	-2	2	10	0	5	3	1.3
c1ccc(-c2cc3ccccc3cn2)cc1	3	-13	10	1	-2	0	4	-2	-0.5
Cc1ccc(C(=O)CSc2nc3ccccc3c(=O)n2-c2ccccc2)s1	-1	6	3	4	0	-1	5	17	2.5
O=C(CN1CCN(Cc2ccccc2)CC1)NC(=O)NC1CCCCC1	-3	9	-4	2	1	-8	4	9	-0.4
CCN(Cc1ccccc1)C(=O)CSc1n[nH]c(N)n1	4	2	-3	2	1	1	-5	6	-0.2
CNC(=S)N/N=C/c1ccc(-c2ccc(Cl)c([N+](=O)[O-])c2)o1	-16	2	-11	-17	22	-2	24	7	-1.4
Cc1ccc(Cn2nc(C)c(NC(=O)c3cc(-c4ccco4)on3)c2C)cc1	-5	4	2	-2	5	1	4	2	-2.0
NC1=NN=C(N2N=C(c3ccco3)CC2(O)C(F)(F)F)n2ncnc2C1 (configuration not stated)	4	0	1	8	0	-3	-2	13	0.2
O=C(CCCSc1nnc(Nc2ccccc2F)s1)N1CCOCC1	-3	-4	2	6	8	1	16	7	-3.5
Cn1c(CNS(=O)(=O)c2cccc(Cl)c2)cc(=O)n(C)c1=O	0	-8	3	2	0	0	-5	-4	0.8
OCC1(CCOc2ccccc2)CCN(Cc2ccccc2C(F)(F)F)CC1	10	2	2	3	0	0	-2	-16	5.9
COC(=O)[C@]12CCCCC=C1N(Cc1cccc3ccccc13)C(=O)[C@H](CC(=O)NCCC(C)C)C2	-18	6	-9	x	17	0	22	x	x
C=CCNC(=S)N(Cc1ccccc1)Cc1ccccc1	-4	3	-7	5	-1	-8	-4	22	-3.1
CCOC(=O)c1c(NC(=O)CN2CCC(C)CC2)sc(C)c1C	-7	6	-2	2	-1	-2	6	-16	0.1
Cc1cccc(S(=O)(=O)NC(=O)C2(C)CCN2C(=O)CCC2CCCC2)c1 (configuration not stated)	-4	-4	5	11	1	0	4	x	x
C=CCN1C(=O)C(Cc2ccccc2)SC1=Nc1ccc(C(=O)O)cc1 (configuration not stated)	1	14	-10	-1	1	-2	-6	24	0.5
CCCCN(C(=O)c1cnc(C)cn1)c1c(N)n(CCC)c(=O)[nH]c1=O	9	-14	11	19	-1	0	-1	0	0.0
CC(C)NS(=O)(=O)c1ccc(OCC(=O)NCC2CCCO2)c(Cl)c1 (configuration not stated)	0	-6	7	2	1	-1	1	5	-0.3
O=C(CN1C(=O)NC2(CCCCCC2)C1=O)N1CCN(S(=O)(=O)c2ccccc2)CC1	0	-12	6	5	3	-6	-10	2	-0.1
O=C(Nc1cccc(C(=O)O)c1)/C(=C\C=C\c1ccccc1)NC(=O)c1ccccc1	8	-1	2	10	0	1	10	-1	-1.6
COc1ccc(C(=O)C2CCN(CC(=O)Nc3ccc(C)cc3)CC2)cc1	0	9	-6	2	2	1	-1	-7	-2.1
C[C@H](CO)N1C[C@H](C)[C@@H](CN(C)S(=O)(=O)c2ccc(-c3ccccc3)cc2)OCc2cn(nn2)CCCC1=O	2	-3	5	12	-1	-2	-1	-10	-0.6
O=C(NCCCc1ccccc1)c1cccc(NC(=O)C2CCC2)c1	-3	21	-8	-9	6	5	-9	10	-1.6
O=C(Cc1ccc2ccccc2c1)Nc1ccccc1Br	-2	-1	2	2	0	0	-1	9	-2.5

10 structures already listed, ordered by count of non-hydrogen atoms, rising.
SMILES	M5 PAM	CHRM4 antagonist	M4 PAM	M1 PAM	CHRM4 agonist	CHRM5 agonist	M5 antag	CRFR2-BP antag	CRFR2-BP ag
O=C(Cc1ccc2ccccc2c1)Nc1ccccc1Br	-2	-1	2	2	0	0	-1	9	-2.5
Cn1c(CNS(=O)(=O)c2cccc(Cl)c2)cc(=O)n(C)c1=O	0	-8	3	2	0	0	-5	-4	0.8
CCOC(=O)c1c(NC(=O)CN2CCC(C)CC2)sc(C)c1C	-7	6	-2	2	-1	-2	6	-16	0.1
O=C(NCCCc1ccccc1)c1cccc(NC(=O)C2CCC2)c1	-3	21	-8	-9	6	5	-9	10	-1.6
CCCCN(C(=O)c1cnc(C)cn1)c1c(N)n(CCC)c(=O)[nH]c1=O	9	-14	11	19	-1	0	-1	0	0.0
COc1ccc(C(=O)C2CCN(CC(=O)Nc3ccc(C)cc3)CC2)cc1	0	9	-6	2	2	1	-1	-7	-2.1
OCC1(CCOc2ccccc2)CCN(Cc2ccccc2C(F)(F)F)CC1	10	2	2	3	0	0	-2	-16	5.9
O=C(CN1C(=O)NC2(CCCCCC2)C1=O)N1CCN(S(=O)(=O)c2ccccc2)CC1	0	-12	6	5	3	-6	-10	2	-0.1
COC(=O)[C@]12CCCCC=C1N(Cc1cccc3ccccc13)C(=O)[C@H](CC(=O)NCCC(C)C)C2	-18	6	-9	x	17	0	22	x	x
C[C@H](CO)N1C[C@H](C)[C@@H](CN(C)S(=O)(=O)c2ccc(-c3ccccc3)cc2)OCc2cn(nn2)CCCC1=O	2	-3	5	12	-1	-2	-1	-10	-0.6

Full records as entered above:
NC1=NN=C(N2N=C(c3ccco3)CC2(O)C(F)(F)F)n2ncnc2C1 (configuration not stated) reads M5 PAM = 4; CHRM4 antagonist = 0; M4 PAM = 1; M1 PAM = 8; CHRM4 agonist = 0; CHRM5 agonist = -3; M5 antag = -2; CRFR2-BP antag = 13; CRFR2-BP ag = 0.2
O=C(Cc1ccc2ccccc2c1)Nc1ccccc1Br reads M5 PAM = -2; CHRM4 antagonist = -1; M4 PAM = 2; M1 PAM = 2; CHRM4 agonist = 0; CHRM5 agonist = 0; M5 antag = -1; CRFR2-BP antag = 9; CRFR2-BP ag = -2.5

More structures follow.
SMILES	M5 PAM	CHRM4 antagonist	M4 PAM	M1 PAM	CHRM4 agonist	CHRM5 agonist	M5 antag	CRFR2-BP antag	CRFR2-BP ag
O=C(COC(=O)C12CC3CC(CC(O)(C3)C1)C2)Nc1ccc(Cl)cc1F	-6	0	2	2	4	-1	17	-11	0.4
Cc1ccc(C)c(N(CC(=O)Nc2ccc(-c3nc4ccc(C)cc4s3)cc2)S(C)(=O)=O)c1	-5	0	-5	4	1	2	4	-44	0.8
O=C(c1ccc(S(=O)(=O)Nc2ccccc2)cc1)N1CCCC(C(F)(F)F)C1 (configuration not stated)	-17	-2	-6	8	32	36*	10	-65	73*
CN(CC(=O)Nc1ccc(F)cc1)C(=O)COc1ncnc2ccccc12	0	4	1	-26	1	0	6	-15	4.5
Cc1csc(NC(=O)c2ccc(OCC3CCCO3)cc2)n1 (configuration not stated)	-25	8	-16	-10	24	9	14	8	-0.2
COC(=O)c1ccc(CO/N=C(\NC(C)=O)c2nonc2NC(C)=O)cc1	-4	-1	2	2	1	-2	3	25	0.1
COc1ccc(-c2nnn(CC(=O)N(Cc3cccs3)C(C)C(=O)NC3CCCC3)n2)cc1OC (configuration not stated)	-2	5	-12	-6	6	-4	2	-14	1.1
CCOc1ccc(C2C(C#N)=C(N)Oc3cc(C)n(CCN(C)C)c(=O)c32)cc1OCC (configuration not stated)	-5	-6	3	0	1	1	-3	6	-0.1
CCCCN(C)CCN1C(=O)C2C(C(=O)Nc3ccc(Cl)cc3)C3C=CC2(O3)C1C(=O)NC1CCCCC1 (configuration not stated)	-1	0	-3	4	0	-3	6	-4	-0.3
CC(=O)Nc1ccccc1-c1nc2ccc(C(=O)N3CCN(c4cc(C)ccc4C)CC3)cc2[nH]c1=O	-2	-7	2	10	2	-1	1	4	-3.7
O=C(Nc1cc(S(=O)(=O)N2CCCCC2)ccc1N1CCCCC1)c1ccncc1	-2	1	-9	8	1	2	4	12	-0.1
O=C(c1cnc2n(c1=O)CCS2)N(C1CCCCC1)C1CCCCC1	-2	-9	-2	-2	1	-1	2	-31	1.9
COc1ccc(C(=O)CCC(=O)Nc2ccc(Cl)cc2)cc1	5	-3	-1	9	1	-2	-5	-7	-2.2
Cc1ccc(NC(=O)CN(C)C(=O)/C=C/c2cccc(F)c2)cc1	0	-6	-5	0	0	-3	6	0	-1.5
C/C(CC(=O)Nc1ccc2c(c1)OCCO2)=N\NC(=O)c1ccc([N+](=O)[O-])cc1Cl	-4	-2	-4	1	0	-3	13	2	-0.5
COc1ccc(OC)c(NC(=O)C(C)Oc2ccc(Br)cc2)c1 (configuration not stated)	-13	0	-12	-13	10	-5	20	3	0.9
CCCN(CCC)S(=O)(=O)c1cccc(C(=O)N=c2sccn2C)c1	-9	-1	-2	-2	11	2	7	12	-0.9
Cc1cc(NS(=O)(=O)c2ccc(NC(=O)c3cc(-c4ccccc4Cl)nc4ccccc34)cc2)no1	-3	6	8	9	-2	-6	6	24	-0.7
NC(=O)C1CCN(C(=O)c2cn(-c3ccccc3)nc2-c2cccnc2)CC1	6	-1	-2	9	0	2	1	17	9.1
CCCn1c(C)cc(/C=C(\C#N)C(=O)OCC(=O)NC(=O)NCC)c1C	-1	-5	6	4	2	-1	-13	-12	0.2
COc1ccc(C(C)=O)cc1CON=C1CSCc2ccccc21	-5	1	-8	-5	4	-1	3	-1	-2.3
COc1ccc(N2CCN(C(=O)C3Cc4ccccc4CN3C(=O)c3ccco3)CC2)cc1 (configuration not stated)	-1	-11	8	23	3	2	0	15	0.3
COc1ccccc1C1=Nn2c(nnc2C2CCCCC2)SC1	-2	-8	5	6	1	-3	-3	-13	0.6
COC(=O)C1(C)NC(c2cccc(C)c2)C2C(=O)N(c3ccccc3)C(=O)C21 (configuration not stated)	-2	5	-1	2	0	1	4	-2	0.4
OCC[C@@H]1C[C@@H](O)[C@H](O)[C@@]2(CCc3ccccc3O2)O1	8	-7	4	1	2	2	9	-2	1.4
Cc1nc(SCC(=O)NCc2ccco2)[nH]c(=O)c1C	3	3	0	2	0	0	0	-4	8.9
COc1c(OC(C)=O)ccc(/C=C/c2ccc3ccccc3n2)c1[N+](=O)[O-]	-9	-7	-3	-3	16	-1	8	7	4.9
COc1cc(N2C(=O)C=CC2=O)c(OC)cc1Cl	2	13	-5	9	3	2	14	5	1.0
COc1ccc2[nH]c(C(=O)NCCc3ccccc3)cc2c1	-2	5	-8	1	5	11	-6	6	1.7
